High-throughput results from PubChem.
RGS7-Gao reg: modulates binding of RGS7 to human Galphao; Multiplexed bead flow cytometry; actives lie on both sides; binding response (% of control), % at 10 µM; 220,000 tested, 0.35% active; in the data active = binding response below about 49% or above about 150%; inconclusive = no clear call, values can overlap the other calls; inactive = in between;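 note: fluorescent Galphao held in activated GDP-AlF4 state binding bead-coupled RGS7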
Target sequence (P09471 whole entry, looked up): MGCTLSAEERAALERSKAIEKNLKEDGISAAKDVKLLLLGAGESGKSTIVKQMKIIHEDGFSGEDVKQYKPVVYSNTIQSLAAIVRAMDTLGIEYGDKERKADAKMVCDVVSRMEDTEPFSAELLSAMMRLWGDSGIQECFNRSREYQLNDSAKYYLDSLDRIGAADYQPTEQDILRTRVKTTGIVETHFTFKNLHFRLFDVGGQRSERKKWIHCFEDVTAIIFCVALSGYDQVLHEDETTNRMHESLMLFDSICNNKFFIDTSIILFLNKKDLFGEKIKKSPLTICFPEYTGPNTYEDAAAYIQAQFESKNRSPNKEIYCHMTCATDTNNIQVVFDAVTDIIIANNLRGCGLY
Pf gametocyte: kills late stage P. falciparum gametocytes. AID 743093. inhibition, % at 10.9 µM. 150,000 tested, 0.065% active. P. falciparum stage V gametocytes, ATP luminescence, 24 h;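 active = inhibition above the mean plus 3 SD of compounds within the control limits, set per campaign, cut at about 38% in these data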;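 note: 0% = DMSO wells and 100% = medium only without gametocytes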
RGS4-Gao reg: human RGS4-Galphao interaction regulation; Multiplexed bead flow cytometry, RGS4-Galphao binding; actives lie on both sides; binding response (% of control), % at 10 µM; 220,000 tested, 0.33% active; AID 1415; in the data active = binding response below about 49% or above about 150%; inactive = in between;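 note: fluorescent Galphao activated with aluminum fluoride binding bead-coupled RGS4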
ABCG2 block: inhibitors of human ABCG2 transporter, ABCB1 counter-screen; Q9UNQ0; IgMXP3 cells, JC-1 efflux, flow cytometry; inhibition, % at 6.6 µM; 190,000 tested, 0.1% active; AID 1325;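 active = inhibition above 80%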;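 note: 0% = DMSO and 100% = nicardipine control wells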
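Test system: IgMXP3 (ABCG2) plus far-red-tagged CCRF-Adr (ABCB1) cells / Amount: 3 million cells/mL in well / Reagent: JC-1 transporter substrate / Timing: 10 min compound exposure, 25 °C / Signal: flow cytometry, 530 nm JC-1 signal / Read-out: percent efflux inhibition, scaled nicardipine 100% to DMSO 0% / Benchmarks: nicardipine as high control, DMSO as low control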
Mcl-1 Bim block: inhibitors of Bim-Mcl-1 interaction, human; Bead-based flow cytometry, Bim peptide-Mcl-1 binding; inhibition, % at 10 µM; 190,000 tested, 0.1% active; in the data active = inhibition above about 40%;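 note: 0% = no compound tracer wells and 100% = peptide blocker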
Target sequence (Q07820 whole entry, looked up): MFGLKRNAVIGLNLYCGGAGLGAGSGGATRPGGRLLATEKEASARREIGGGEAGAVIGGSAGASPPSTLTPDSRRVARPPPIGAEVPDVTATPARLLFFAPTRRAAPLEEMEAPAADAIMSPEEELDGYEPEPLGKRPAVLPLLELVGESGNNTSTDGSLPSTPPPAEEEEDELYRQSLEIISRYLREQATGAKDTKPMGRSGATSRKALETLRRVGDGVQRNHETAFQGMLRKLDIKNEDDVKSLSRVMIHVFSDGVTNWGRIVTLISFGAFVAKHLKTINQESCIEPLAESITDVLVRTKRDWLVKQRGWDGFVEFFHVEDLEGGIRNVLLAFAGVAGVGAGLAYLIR
RGS8-Gao: modulates binding of RGS8 to human Galphao; multiplexed bead flow cytometry; actives lie on both sides; AID 1423; 220,000 tested, 0.34% active; response (percent of control binding), % at 10 µM; P09471; in the data active = response below about 60% or above about 140%; inactive = in between;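 note: Galphao activated as the GDP aluminium fluoride complex binding bead-coupled RGS8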
Mcl1 Noxa PPI: Mcl-1/Noxa interaction inhibition | inhibition, % at 21.7 µM | Q07820 | TR-FRET Mcl-1/Noxa peptide binding, 2 h | 220,000 tested, 1.5% active;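 active = compounds that cut the protein-peptide binding signal by more than 50% relative to plate controls in a single-dose test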;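 note: His-tagged Mcl-1 with rhodamine Noxa BH3 peptide and terbium anti-His antibody; 0% = Mcl-1 plus Noxa peptide wells and 100% = peptide-only wells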
GSH fluor: compound fluoresces at 488/530 nm on GSH beads; GSH beads flow cytometry, compound fluorescence 488/530 nm; hits give high values; fluorescence (KMESF) at 10 µM; 190,000 tested, 0.25% active; AID 1776; in the data active = fluorescence above about 89;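 note: glutathione beads carrying GST-tagged Bcl family fusion proteins plus one bare bead set; values are compound well signal with DMSO vehicle wells as background; inactives centre near 16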
ABCB1 block: blocks JC-1 efflux by human ABCB1 transporter | P08183 | inhibition, % at 6.6 µM | 190,000 tested, 0.067% active | CCRF-Adr cells, flow cytometry; in the data active = inhibition above about 40%;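 note: 0% = vehicle and 100% = reference inhibitor; higher value means more JC-1 retained so stronger ABCB1 efflux block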
Mcl1 Bid PPI: Mcl-1/Bid interaction inhibition | Q07820 | inhibition, % at 21.7 µM | 220,000 tested, 0.97% active | AID 1021 | TR-FRET Mcl-1/Bid-Dy647 peptide binding, 1536-well;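 active = compounds that cut the binding signal by more than half at the single screening dose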;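 note: His-tagged Mcl-1 with europium anti-His antibody binding Bid BH3 peptide; 0% = Mcl-1 plus peptide wells and 100% = peptide-only wells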
Avidin fluor: compound fluoresces at 488/530 nm on avidin beads; 220,000 tested, 0.38% active; compound fluorescence 488/530 nm, flow cytometry; hits give high values; AID 1775; fluorescence (KMESF) at 10 µM; in the data active = fluorescence above about 47; note: inactives centre near 10
* hit, by the source's call; ? = inconclusive; . = not tested or not shown.

SMILES	RGS7-Gao reg	Pf gametocyte	RGS4-Gao reg	ABCG2 block	Mcl-1 Bim block	RGS8-Gao	Mcl1 Noxa PPI	GSH fluor	ABCB1 block	Mcl1 Bid PPI	Avidin fluor
COc1cc(CNCCN2CCOCC2)ccc1OCc1ccc(Cl)cc1	102	.	104	5	-4	102	23	36	1.2	32	12
O=C(O)Cn1nnc(-c2cccs2)n1	103	.	105	2	-7	102	12	19	0.2	-11	38
Cn1c(=O)n(C)c2cc([N+](=O)[O-])c(N3CCN(C(=O)c4cccc(F)c4)CC3)cc21	100	-7	101	4	0	100	17	10	0.3	4	20
CC1CCN(CCCNC(=O)c2n[nH]c(=O)c3ccccc23)CC1	96	.	92	0	1	100	15	4	0.1	2	17
Cc1ccc(S(=O)(=O)/N=C(/Nc2ccc3[nH]c(=O)[nH]c3c2)c2ccccc2)cc1	104	-6	103	0	-1	106	-2	10	-0.1	-7	12
CC(=O)Nc1cc(S(=O)(=O)Nc2cccc(C)c2)c(C)cc1C	100	-28	100	3	3	100	8	10	0.3	-3	25
CCNc1nc(Cl)nc(N(NC(C)=O)C(C)C)n1	?	-14	99	.	.	98	18	.	.	-23	3
CCSc1ncnc2sc3c(c12)CCC3	104	.	104	7	-25	105	-9	49	0.9	-52	4
CCCCCC(=O)Nc1c(-c2ccc(OC)cc2)c(=O)c2ccccc2n1C	98	.	100	20	-1	100	9	12	1.5	3	10
O=C(c1ccc(Cn2cc(Br)cn2)cc1)N1CCN(c2ccccc2)CC1	96	.	98	14	-5	102	-3	40	0.1	-75	12
COc1ccc(Br)cc1CN(C)CC(=O)Nc1c(Cl)cccc1Cl	101	-13	101	3	-3	98	0	12	0.2	-34	6
CCOc1ccc(C(=O)NC2CCN(C(=S)NCc3ccco3)CC2)cc1	104	.	103	2	-3	114	3	16	0.4	-23	12
C/C(=N\NC(=O)C1CC1)c1ccc(Cl)cc1	103	.	103	10	-2	102	15	11	0.3	-10	7
CCn1nnc2sc3c(c2c1=O)CCC(C)C3 (stereo not given)	102	-15	103	3	-3	104	-7	11	0.5	-7	8
O=C(COc1ccccc1[N+](=O)[O-])Nc1cc(Cl)ccc1C(=O)O	94	11	101	-1	-2	101	14	18	-0.5	-45	6
CSc1nc(N)nc(SCC(=O)Nc2cccc(F)c2)c1C#N	95	-6	96	1	-5	104	-18	19	0.1	6	5
Cc1cccc(C)c1NC(=O)Cn1nnnc1N	103	-8	105	1	-1	107	-2	9	0.3	-4	21
CC1(C)CCC(C)(C)NC(=S)N1	98	8	99	-7	-7	80	6	17	-0.8	-49	9
COc1ccccc1/C=C/C(=O)OCC(=O)Nc1cc(C(F)(F)F)ccc1N1CCOCC1	96	11	100	7	-2	99	3	13	1.0	5	14
COc1ccc(CCn2c(-c3ccco3)nc3nc4ccccc4nc32)cc1	99	.	103	3	-1	101	24	14	1.2	0	37
C=CCn1c(SCn2nnc3ccccc3c2=O)nc2scc(-c3cccs3)c2c1=O	103	.	97	6	3	100	-16	8	2.6	-18	12
COC(=O)C1=CNC=C(C(=O)OC)C1c1ccccc1Cl	103	.	104	0	0	102	13	20	0.1	-34	39
CS(=O)(=O)Nc1nnc(C2CCCC2)s1	104	.	103	0	11	101	12	12	0.1	2	11
CC(C)N(Cc1nc(-c2ccc(Cl)cc2)no1)C(=O)/C=C/c1ccccc1	104	.	102	4	-7	104	6	10	0.4	-4	4
Cc1nnc(SCc2ccccc2)n1CC1CCCO1 (stereo not given)	93	-2	88	-1	0	87	5	13	0.1	11	5
COC(=O)c1ccccc1NC(=O)COC(=O)CSc1nnc(N)s1	101	-24	99	-2	-2	102	4	11	-0.8	-25	11
O=C(NCc1ccccc1)c1ccc2c(c1)C(=O)N(CC1CCCO1)C2=O (stereo not given)	101	8	94	0	2	99	2	63	-0.2	-1	14
Cn1c(C(=O)OC(C(=O)NC2CCCCC2)c2ccncc2)cc2sccc21 (stereo not given)	102	-8	107	2	0	102	6	41	3.0	-6	8
Cc1c(NC(=O)CSc2nnnn2-c2ccc(F)cc2)c(=O)n(-c2ccccc2)n1C	94	-6	99	1	2	99	7	8	0.5	-28	7
Cc1ccc(S(=O)(=O)Nc2ccc(NC(=O)c3ccc(F)cc3)cc2)cc1	100	-4	86	1	-1	90	7	16	0.2	-9	13
O=C(Nc1ccccc1)Nc1ccc(C(F)(F)F)cn1	?	0	98	.	.	99	22	.	.	2	11
O=S(=O)(Cc1ccccc1)Nn1cnnc1	99	.	97	0	4	94	17	29	-0.1	0	5
CC1CC1c1ccc(/C=C(\C#N)C(=O)Nc2ccc(Cl)cc2Cl)o1 (stereo not given)	101	4	100	33	-3	101	11	11	0.7	14	10
COC(c1ccccc1)c1nnc(CCC(=O)N2CCN(Cc3cccs3)CC2)o1 (stereo not given)	104	-36	103	8	0	101	9	19	0.7	-13	7
CC1(C)Cc2c(cnn2-c2ccccc2)C(=O)/C1=N\NC(=O)c1ccccc1N	104	.	100	2	0	101	23	12	0.6	21	11
N/N=c1\sc2ccccc2n1-c1ccccc1	104	10	106	0	-1	106	2	14	0.0	-50	47*
O=C(C1CCCO1)N1CCN(C(=S)Nc2ccccc2C(F)(F)F)CC1 (stereo not given)	103	19	105	-7	-6	101	1	11	-1.0	-24	8
Cc1nnc(NC(=O)CSc2nccn2-c2ccc(F)cc2)s1	94	-27	96	6	-1	97	31	14	1.2	12	12
CCOc1ccc(Nc2nc(C)cc(C)c2C#N)cc1	102	.	99	12	-4	101	5	30	0.1	14	12
O=[N+]([O-])c1ccc(OCCN2CCCCCC2)cc1	99	-7	101	81*	-7	103	12	10	-0.1	16	25
COc1ccc(N(CC(=O)Nc2ccc3c(c2)OCO3)S(=O)(=O)c2ccccc2)c(OC)c1	98	.	95	61	-3	101	2	28	7.1	-18	11
NC(=O)c1c(N)sc2c1CCCC2	101	-9	96	7	-4	98	21	22	0.5	-45	30
CCOC(=O)c1cccc(NC(=O)C2(S(=O)(=O)c3ccc(C)cc3)CC2)c1	101	.	104	7	-4	103	5	10	1.3	3	4
Cc1cccc(N(C(=O)c2ccc(CN3CCOCC3)o2)C(C(=O)NC2CCCCC2)c2ccc(F)cc2)c1 (stereo not given)	94	.	90	0	0	104	-5	16	1.4	-3	4
O=c1[nH]cc(I)cc1I	?	.	94	.	.	99	-5	.	.	0	4
Cc1ccc(-n2cccc2/C=C2/NC(=O)N(CC(=O)Nc3cccc(C)c3)C2=O)cc1	98	-18	97	0	-2	101	11	9	-0.1	-47	2
CS(=O)(=O)N1CCC(C(=O)NCCc2ccccc2)CC1	101	.	104	13	-8	100	9	23	0.7	2	12
Cc1cc(C)n2ncc(C(=O)Nc3ccc(Cl)c(Cl)c3)c2n1	105	6	104	-1	-1	104	36	15	-0.8	-7	10
O=C(CN1C(=O)C2CC=CCC2C1=O)NCc1cccs1 (stereo not given)	95	22	93	0	0	97	3	11	0.1	-21	19
O=C(O)CCc1n[nH]c(=S)[nH]c1=O	106	.	107	1	0	113	23	26	0.2	-31	7
CC(C)(C)c1cnnn1-c1ccc(NC(=O)c2ccc(Br)o2)cc1	95	.	95	6	0	98	10	25	1.9	-13	11
Cc1ccc(S(=O)(=O)NCc2ccncc2)cc1C	98	-7	100	2	-2	101	4	56	0.6	-16	9
Nc1nnc(SCC(=O)Nc2cccc(S(N)(=O)=O)c2)s1	?	-4	100	-7	0	100	-2	15	-0.3	-32	12
O=C(CS(=O)(=O)c1cn(CC(=O)N2CCOCC2)c2ccccc12)Nc1ccccc1	99	-20	98	1	-1	98	7	22	0.0	-16	10
O=C(Nc1cccc(S(=O)(=O)Nc2ccc(Cl)cc2)c1)c1ccc2c(c1)OCCO2	104	.	102	7	1	105	4	12	0.1	0	6
CN1CCN(NC(=O)c2ccc(Br)s2)CC1	?	6	96	.	.	97	1	.	.	-13	8
CC(=O)c1sc(NC(=O)c2cc(=O)c3ccccc3o2)nc1C	?	-12	101	1	0	100	4	11	-0.6	-20	7
Clc1ccc(-c2nnc(-c3cccc4ccccc34)o2)cc1Cl	?	16	103	.	.	105	0	.	.	14	10
Cn1nc(-c2ccc(N3CCOCC3)c(NS(=O)(=O)c3ccccc3)c2)c2ccccc2c1=O	94	.	100	21	-5	101	-10	43	21	-33	12
COc1ccc(-n2c(C)cc(/C=C3\SC(=S)NC3=O)c2C)cc1	102	16	102	-1	-1	102	34	10	-0.4	-17	12

Following part:
SMILES	RGS7-Gao reg	Pf gametocyte	RGS4-Gao reg	ABCG2 block	Mcl-1 Bim block	RGS8-Gao	Mcl1 Noxa PPI	GSH fluor	ABCB1 block	Mcl1 Bid PPI	Avidin fluor
CC1CC(C)CN(CCCNC(=O)c2ccc(CS(=O)(=O)Cc3ccccc3F)o2)C1 (stereo not given)	99	.	96	0	-1	98	-18	10	0.0	-22	22
CC(C)c1ccc(NC(=O)COc2nnc(-c3cccs3)c(-c3cccs3)n2)cc1	96	.	102	5	0	98	-9	66	1.6	-18	7
CCOC(=O)N1CCN(c2cc(C)nc3nc(C)nn23)CC1	98	.	98	2	2	98	0	14	0.2	5	19
O=C(c1ccccc1)c1c[nH]c(C(=O)NNc2ccccc2)c1	93	12	100	-1	0	102	5	15	-0.6	-9	6
OCC1(Cc2ccccc2)CCCN(Cc2ccc(-c3ccco3)cc2)C1 (stereo not given)	97	-7	99	-1	2	91	2	27	0.2	-44	8
COc1cc(C(=O)N2CCN(C(=O)C3CC3)CC2)cc(OC)c1OC	99	15	99	-1	1	100	5	24	-0.3	-21	10
COc1ccccc1NC(=O)C(=O)N1N=C(C(C)C)CC1(O)C(F)(F)F (stereo not given)	103	.	101	4	0	101	6	55	0.7	-30	8
O=C(CSc1nc2ccccc2c(=O)n1NC(=O)Cc1ccccc1)NCCc1ccccc1	102	.	100	17	3	103	3	13	2.8	-26	15
Cc1cc(C(=O)COC(=O)C2=NNC(=O)CC2)c(C)n1CCc1ccccc1	?	.	108	3	0	109	21	11	0.9	-38	10
O=C(N/N=C/c1ccc[nH]1)c1ccc2c(c1)OCO2	?	.	103	5	0	103	20	11	0.4	-27	12
COc1cc(C(=O)c2ccccc2)c([N+](=O)[O-])cc1OC	?	8	98	.	.	100	20	.	.	5	5

Laid out differently: results already given
Each structure is followed by: RGS7-Gao reg | Pf gametocyte | RGS4-Gao reg | ABCG2 block | Mcl-1 Bim block | RGS8-Gao | Mcl1 Noxa PPI | GSH fluor | ABCB1 block | Mcl1 Bid PPI | Avidin fluor
CC(C)c1ccc(NC(=O)COc2nnc(-c3cccs3)c(-c3cccs3)n2)cc1
→ 96 | . | 102 | 5 | 0 | 98 | -9 | 66 | 1.6 | -18 | 7
CCOC(=O)N1CCN(c2cc(C)nc3nc(C)nn23)CC1
→ 98 | . | 98 | 2 | 2 | 98 | 0 | 14 | 0.2 | 5 | 19
O=C(c1ccccc1)c1c[nH]c(C(=O)NNc2ccccc2)c1
→ 93 | 12 | 100 | -1 | 0 | 102 | 5 | 15 | -0.6 | -9 | 6
